NOD2-RIPK2 inh: NOD2-RIPK2 binding disruptors in cells, primary screen, fluorescence, CHO cells, BLA complementation | AID 624267, 2012 | inhibition, % at 4.98 µM | 0.38% of 360,000 active | Receptor-interacting serine/threonine-protein kinase 2 (Homo sapiens), O43353 | CCF4 ratio; in the data active = inhibition above about 21%;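 also: 0% = vehicle only and 100% = reference blocker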
COUP-TFII inh: NR2F2 transcriptional activity inhibitors, primary screen, cell-based, luciferase reporter, HEK293T, luminescence | HEK293T NGFI-A luciferase reporter | inhibition, % at 8.6 µM | 0.7% of 370,000 active | AID 686940, 2013;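 active = inhibition above a per-plate cutoff, mean inhibition of test wells between control levels plus 3 SD, cut at about 38% in these data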;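 also: cells cotransfected with COUP-TFII expression vector driving the NGFI-A reporter; 0% = median of COUP-TF2 test wells and 100% = reporter-only cells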
NR5A2 inv ag: LRH-1 (NR5A2) inverse agonists, primary screen, cell-based, luminescence, HEK293T, StAR-luciferase reporter; LRH-1 transfected, 24 h; AID 602396, 2012; 0.13% of 360,000 active; inhibition, % at 3.6 µM;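 active = inhibition above the mean inhibition of all tested compounds plus 3 SD, cut at about 73% in these data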;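 also: 0% = DMSO wells and 100% = reporter-only cells lacking LRH-1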
NCOA3 inh: SRC3 coactivator transcriptional activity inhibitors, primary screen, cell-based, luminescence. HEK293 GAL4-SRC3 luciferase reporter. inhibition, % at 3.6 µM. 0.17% of 360,000 active. AID 588352, 2011;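 active = inhibition above a per-campaign cutoff, the mean of all compounds plus 3 SD, cut at about 60% in these data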;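 also: 0% = DMSO-treated cells and 100% = gossypol-treated cells at 36 µM; higher means less SRC3-driven luciferase light from the GAL4 reporter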
Granule exo inh: LAMP-1 surface exposure blockers, TALL-104 cells – cell-based, flow cytometry, MLPCN library, primary screen; 0.66% of 360,000 active; inhibition, % at 10 µM; TALL-104 LAMP-1 surface exposure; cells stimulated with thapsigargin and PMA; AID 651702, 2012;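 active = inhibition above about 55%, limit read from the data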
TLR9-MyD88 inh: inhibitors of TLR9-MyD88 association in cells, primary screen, cell-based, CHO, BLA complementation, fluorescence. Toll-like receptor 9 (Homo sapiens) + Myeloid differentiation primary response protein …. CCF4 FRET ratio. inhibition, % at 4.98 µM. 0.21% of 340,000 active. AID 504734, 2011;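 active = inhibition above the mean over all tested compounds plus 3 SD, cut at about 21% in these data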;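 also: 0% = DMSO only wells and 100% = clavulanate BLA inhibitor control wells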
TROY signal inh: inhibitors of TROY-driven NF-kB signaling, primary screen, Q293 LMP1-TROYcd cells, NF-kB luciferase, uHTS; Q293 LMP1-TROYcd NF-kB luciferase reporter, 4 h; inhibition, % at 10 µM; 0.98% of 360,000 active;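 active = compounds whose plate-normalised and pattern-corrected inhibition of the luciferase reporter signal at the single screening dose is 50% or more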
SRC1 inh: SRC1 coactivator transcriptional activity inhibitors, primary screen, cell-based, luminescence; Nuclear receptor coactivator 1 (Homo sapiens), Q15788; HEK293 GAL4-SRC1 luciferase reporter; inhibition, % at 3.6 µM; 0.12% of 360,000 active; AID 588354, 2011;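 active = inhibition above the campaign mean plus 3 SD, with each screening campaign given its own cutoff, cut at about 60% in these data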;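 also: 0% = DMSO treated cells and 100% = gossypol at 36 µM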
ABHD5 PLIN5 PPI: ABHD5-PLIN5 interaction inhibitors, primary screen, cell lysate, split luciferase complementation, luminescence; Perilipin-5 (Homo sapiens) + 1-acylglycerol-3-phosphate O-acyltransferase ABHD5 (Homo …; Split G. princeps luciferase complementation, 4 h; inhibition, % at 4 µM; 0.78% of 360,000 active;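 active = inhibition above the mean inhibition across every tested compound plus 3 SD, cut at about 22% in these data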;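 also: 0% = DMSO only wells and the 100% control is not disclosed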
TWEAK-Fn14 inh: inhibitors of TWEAK-Fn14 signaling, primary screen, luciferase reporter cells, uHTS; TWEAK-stimulated Fn14 reporter cells, luciferase luminescence, 8 h; inhibition, % at 10 µM; 2% of 360,000 active; AID 1159606, 2016; in the data active = inhibition above about 50%
SRC2 inh: inhibition of GAL4-SRC2 driven luciferase reporter, primary screen, SRC2 inhibitor project, cell-based, luminescence | Nuclear receptor coactivator 2 (Homo sapiens), Q15596 | HEK293 GAL4-SRC2 luciferase reporter | inhibition, % at 9 µM | 0.17% of 370,000 active;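 active = inhibition above the mean inhibition of all tested compounds plus 3 SD, set per campaign, cut at about 52% in these data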;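 also: 0% = DMSO treated cells and 100% = cells given Gossypol at 36 µM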
Target sequence (Q15596 whole entry, looked up, the tested form may be a part): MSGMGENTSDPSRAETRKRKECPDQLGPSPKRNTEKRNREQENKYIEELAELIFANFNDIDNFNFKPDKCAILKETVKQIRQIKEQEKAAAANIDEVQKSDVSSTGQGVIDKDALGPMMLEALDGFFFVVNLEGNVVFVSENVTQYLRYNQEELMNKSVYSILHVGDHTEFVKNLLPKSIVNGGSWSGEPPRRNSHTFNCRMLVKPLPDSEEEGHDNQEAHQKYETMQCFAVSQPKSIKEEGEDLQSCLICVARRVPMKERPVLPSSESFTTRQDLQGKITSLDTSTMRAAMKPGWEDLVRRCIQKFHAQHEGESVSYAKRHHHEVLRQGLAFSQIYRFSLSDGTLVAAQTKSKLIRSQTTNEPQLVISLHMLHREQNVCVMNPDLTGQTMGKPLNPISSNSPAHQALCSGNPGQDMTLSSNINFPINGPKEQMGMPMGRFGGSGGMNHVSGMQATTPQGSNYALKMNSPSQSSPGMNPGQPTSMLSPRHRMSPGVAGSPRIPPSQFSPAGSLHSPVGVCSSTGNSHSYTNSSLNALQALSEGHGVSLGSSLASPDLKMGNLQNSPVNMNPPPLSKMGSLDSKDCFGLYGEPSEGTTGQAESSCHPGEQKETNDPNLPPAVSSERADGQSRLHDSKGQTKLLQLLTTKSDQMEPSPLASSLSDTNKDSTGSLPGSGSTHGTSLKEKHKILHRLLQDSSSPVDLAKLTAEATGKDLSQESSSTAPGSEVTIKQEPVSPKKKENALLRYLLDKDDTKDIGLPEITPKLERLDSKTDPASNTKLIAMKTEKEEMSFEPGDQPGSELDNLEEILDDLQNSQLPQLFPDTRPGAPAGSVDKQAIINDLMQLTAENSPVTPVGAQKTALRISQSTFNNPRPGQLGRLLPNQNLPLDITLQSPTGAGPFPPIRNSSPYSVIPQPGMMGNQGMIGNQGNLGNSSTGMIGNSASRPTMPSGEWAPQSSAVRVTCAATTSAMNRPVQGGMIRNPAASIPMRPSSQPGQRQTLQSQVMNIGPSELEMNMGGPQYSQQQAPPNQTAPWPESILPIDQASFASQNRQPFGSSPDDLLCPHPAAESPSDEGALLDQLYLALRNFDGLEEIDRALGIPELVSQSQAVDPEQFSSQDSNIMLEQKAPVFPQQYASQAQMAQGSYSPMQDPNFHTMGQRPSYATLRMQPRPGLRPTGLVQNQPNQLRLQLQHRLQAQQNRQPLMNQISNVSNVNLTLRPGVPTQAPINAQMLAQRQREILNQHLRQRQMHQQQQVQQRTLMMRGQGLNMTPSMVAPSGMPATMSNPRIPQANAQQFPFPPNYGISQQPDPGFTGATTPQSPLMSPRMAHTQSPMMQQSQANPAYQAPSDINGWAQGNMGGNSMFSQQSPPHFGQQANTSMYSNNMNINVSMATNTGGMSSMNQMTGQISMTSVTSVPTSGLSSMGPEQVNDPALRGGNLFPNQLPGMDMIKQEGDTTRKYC
* hit, by the source's call; . = not tested or not shown. This is a subset; count on the stated rates, not on these rows.

SMILES	NOD2-RIPK2 inh	COUP-TFII inh	NR5A2 inv ag	NCOA3 inh	Granule exo inh	TLR9-MyD88 inh	TROY signal inh	SRC1 inh	ABHD5 PLIN5 PPI	TWEAK-Fn14 inh	SRC2 inh
O=C(COC(=O)C12CC3CC(CC(Br)(C3)C1)C2)Nc1cccnc1Cl	-1	13	21	17	-1	-1	-10	17	14	-10	-16
COc1ccc(C(C#N)CC(=O)c2ccc3c(c2)OCO3)cc1OC (stereo not given)	-4	3	-4	-6	-1	-7	14	-5	-3	-7	-28
COc1ccc(Cl)cc1NS(=O)(=O)c1cccc(C(=O)NCCCN2CCCC2=O)c1	1	7	-5	1	3	-4	2	-15	8	4	-3
CCCC(=O)N1CCN(c2ccc([N+](=O)[O-])c(NC(C)c3ccccc3)c2)CC1 (stereo not given)	-5	2	15	-12	2	1	23	-12	6	-10	13
CCOc1ccccc1NC(=O)CSc1nc(=O)n(CCN2CCOCC2)c2c1CCCC2	-9	-5	-8	14	0	-3	9	-4	-2	5	-4
Cc1cc(C)c(S(=O)(=O)Cc2ccc(Cl)cc2)c(=O)[nH]1	3	3	-14	-6	-2	3	-9	-3	8	11	-9
CCOP(=O)(OCC)C(C#N)=C1SCN(c2ccccc2)CS1	-4	14	-9	9	2	-1	-22	9	-10	11	-9
CCOC(=O)c1sc(=NC(=O)C2CC2)n(C)c1C	-1	0	-8	1	-2	-4	-14	0	-4	-7	-6
Cc1cccc(-n2c(C)nc3sccc3c2=O)c1	1	6	13	-3	0	2	1	3	-1	0	-10
Cc1cc(=O)oc(C)c1C(=O)N1CCCCC1	11	-82	-19	-1	-2	2	-8	-21	5	-11	1
Cc1cc(NC(=O)C(C)SCC(=O)N(C)CC(=O)Nc2ccc(Br)cc2C)no1 (stereo not given)	1	10	19	20	-4	-11	-1	-16	-6	15	10
CCN(CC)C(=O)Cn1cc(C(=O)C(=O)NCCc2ccc(S(N)(=O)=O)cc2)c2ccccc21	5	-11	-3	21	-2	-4	-8	4	-6	20	-15

Fetched by structure from above (two):
SMILES	NOD2-RIPK2 inh	COUP-TFII inh	NR5A2 inv ag	NCOA3 inh	Granule exo inh	TLR9-MyD88 inh	TROY signal inh	SRC1 inh	ABHD5 PLIN5 PPI	TWEAK-Fn14 inh	SRC2 inh
CCOC(=O)c1sc(=NC(=O)C2CC2)n(C)c1C	-1	0	-8	1	-2	-4	-14	0	-4	-7	-6
O=C(COC(=O)C12CC3CC(CC(Br)(C3)C1)C2)Nc1cccnc1Cl	-1	13	21	17	-1	-1	-10	17	14	-10	-16

Next results follow.
SMILES	NOD2-RIPK2 inh	COUP-TFII inh	NR5A2 inv ag	NCOA3 inh	Granule exo inh	TLR9-MyD88 inh	TROY signal inh	SRC1 inh	ABHD5 PLIN5 PPI	TWEAK-Fn14 inh	SRC2 inh
CCOC(=O)N/N=C/c1ccc(OC)c(O)c1	-1	-13	-25	-11	5	-1	-21	-9	1	-18	-21
CCCCCCCN1CCN=C1Nc1ccccc1	9	-14	23	-9	-2	-4	-1	-3	6	-3	-12
COc1ccc(C(=O)Nc2ccc(S(=O)(=O)N3CCc4ccccc43)cc2)cc1	-11	59*	45	32	-1	0	22	13	2	80*	8
Cc1cccc(C(=O)N(Cc2nc3ccccc3c(=O)[nH]2)C2CCCC2)c1	-3	20	-5	4	-3	-8	-4	-9	-2	11	-17
Cn1[nH]c(C(F)(F)F)cc1=O	-6	20	-16	18	22	7	-3	-3	1	4	2
Cn1c(N)c(C(=O)COC(=O)c2ncc(Cl)c(Cl)c2Cl)c(=O)n(C)c1=O	-9	-10	11	11	2	-3	-29	-18	4	0	13
CN(C)c1nc(Nc2ccc(F)cc2)nc(Oc2ccc(F)cc2)n1	-2	9	4	10	5	2	-7	-25	2	-9	-14
CCCn1c(NC(=O)c2ccc(F)cc2)nc2ccccc21	-11	-1	5	-2	-8	10	-32	-11	-1	14	9
COc1ccc(S(=O)(=O)N(C)C[C@H]2Oc3c(NC(=O)c4ccncc4)cccc3C(=O)N([C@H](C)CO)C[C@@H]2C)cc1	-4	3	14	10	-12	16	12	-5	0	3	10
CCOC(=O)c1cnc(SCC(=O)Nc2ccc(NC(C)=O)c(OC)c2)nc1N	-10	-3	10	3	-6	8	-5	-7	1	-1	3
CN(CCNC(=O)c1cc2c(-c3ccccc3F)nn(C)c2s1)C1CCCCC1	6	-7	0	9	22	8	0	1	4	7	-9
Cc1ccc(-n2c(N)c(C(=O)N3CCOCC3)sc2=S)c(C)c1	7	7	-4	-13	2	11	1	4	-4	10	-3
Cc1ccccc1NC(=O)COC(=O)Cc1ccsc1	-2	11	-11	-6	-1	-6	4	7	-2	-13	5
CCOC(=O)C1CCN(C(=O)CN(c2ccc(Oc3ccccc3)cc2)S(C)(=O)=O)CC1	-6	-2	7	8	-1	-1	-1	5	0	-5	6
O=C(CN1C(=O)CCC1=O)Nc1cccc(NC(=O)CN2C(=O)CCC2=O)c1	11	-20	6	11	-1	-2	4	12	1	0	-4
O=C(CC[C@H]1O[C@@H](n2cnc3c(NC(=O)c4ccccc4)ncnc32)[C@H](O)[C@@H]1O)NCc1ccc(OC(F)(F)F)cc1	4	7	-10	-5	-2	.	13	9	1	-14	-39
CC(=O)C[C@H]1SC[C@@H](C(C)C)N1S(=O)(=O)c1ccc(C)cc1	3	12	2	.	-8	.	.	.	8	.	1
COc1ccc(Cn2nc(-c3ccccc3)c(N3CCCCC3)cc2=O)cc1	2	1	19	12	-3	1	-6	8	8	-10	9
COC(=O)c1ccc(C2c3[nH]c4ccccc4c3C[C@H]3C(=O)N(C4CC4)CC(=O)N23)cc1 (stereo not given in full)	4	19	3	-10	-13	-6	10	-10	1	-2	-9
O=C(NCCCO)c1ccc2[nH]c3ccccc3c2c1	-10	-14	-11	-9	1	-2	.	-37	5	-18	-21
O=C(COC(=O)c1cc[n+]([O-])cc1)Nc1ccc([N+](=O)[O-])cc1C(F)(F)F	-2	-7	15	-85	-3	-5	-8	-4	-7	7	7
O=C(CSC(=S)N1CCCC1)NCC(=O)Nc1ccc(F)c(F)c1	2	-13	-6	24	0	-4	-29	2	8	11	-33
O=C(Nc1ccc(Cl)cc1)N(C1=NCCC1)c1ccc(OC(F)F)cc1	2	-3	-99	-3	-3	2	-49	-6	-4	-29	-41
COc1ccc(C(=O)NCC(c2ccc(F)cc2)N2CCOCC2)cc1S(=O)(=O)N1CCCC1 (stereo not given)	2	-3	3	-9	-2	-2	11	-2	2	4	-27
O=C(NCc1ccc(Cl)cc1)c1cc(-c2ccco2)on1	8	9	-17	11	-2	3	-47	6	-5	-34	-14
CC(=O)c1cccc(NC(=O)CCC(=O)Oc2ccc(C)cc2)c1	-12	-2	0	17	-7	6	-18	1	6	23	-34
O=C(CN(c1ccc(F)cc1)S(=O)(=O)c1ccc2c(c1)OCCO2)NCC1CCCO1 (stereo not given)	-1	11	-31	-11	0	-3	6	1	-4	-6	17
Cc1ccc(Nc2nnc(-c3ccncc3)s2)c(Br)c1	1	-2	7	13	5	-6	-21	-1	0	21	5
Cc1ccccc1CS(=O)(=O)c1nnc([C@H](CC(C)C)NC(=O)OC(C)(C)C)o1	26*	-19	-16	14	36	0	32	5	45*	22	6
CCOC(=O)C1=NOC(CNc2ncc(C(F)(F)F)cc2Cl)C1 (stereo not given)	-5	-4	2	7	-2	-7	-7	6	-5	-6	0
COc1cccc(N2CCN(C(=O)C3C4C=CC5(CN(Cc6ccccc6Cl)C(=O)C35)O4)CC2)c1 (stereo not given)	-1	6	-2	0	1	7	-5	5	6	-11	10
CCOC(=O)c1sc2nc(C)nc(N3CCCCC3C)c2c1C (stereo not given)	0	17	-8	8	2	.	13	0	0	17	-19
Cc1cc(/C=N/NC(=O)c2ccccc2F)c(C)n1-c1ccccc1	4	-58	-150	-90	0	-6	-10	-102	-7	17	-38
COc1cc(-c2noc(CCCC(=O)Nc3ccc(C(N)=O)cc3)n2)cc(OC)c1OC	-8	-20	-21	-9	3	.	-34	-9	-5	-2	-17
O=C(c1cccc(S(=O)(=O)N2CCc3ccccc32)c1)N1CCN(CCO)CC1	-4	-7	10	8	1	0	2	10	-4	2	-4
CCOc1cc(C(F)(F)F)cnc1/C(N)=N/O	0	26	0	15	-11	2	13	5	1	-2	7
O=C(Nc1cccc(Br)c1)c1ccc(CSc2ccccc2)cc1	-7	2	4	-2	-6	1	-48	-41	-8	-1	-36
N#Cc1ccc(-c2ccc(OCC(=O)Nc3cccnc3)cc2)cc1	-2	47*	37	-8	-8	-7	31	-15	0	32	53*
CC(=O)N1N=C(c2ccccc2)CC1c1ccccc1[N+](=O)[O-] (stereo not given)	-5	8	-4	-23	1	-10	-54	-6	-8	2	-7
CCOc1ccc(-c2nnc3sc(COc4ccc(C)cc4)nn23)cc1	14	2	-9	-19	-1	-2	14	5	-7	3	-17
Cc1nnc(SCC(=O)NC2CCCCC2)[nH]c1=O	4	-6	-9	-25	0	-2	6	10	-5	-22	-23
CCOc1ccc(-c2n[nH]c(=S)n2Cc2ccccc2)cc1	-2	-1	8	4	0	2	9	2	-6	-7	5
O=C(c1ccc([N+](=O)[O-])cc1)N1CCN(C(=O)c2ccco2)CC1	-8	0	-11	18	22	-4	-7	10	-6	-1	-3
Cc1c(Cl)cnc(NC(=O)COC(=O)CCc2nc3ccccc3s2)c1Cl	5	-18	-3	10	4	9	6	7	0	2	-38
COc1cc(/C=N/NC(=O)c2cccnc2)cc(Br)c1O	-13	15	13	2	-9	-19	-18	5	4	5	-3
CCCS(=O)(=O)NC(=O)C1(C)CCCN(C(=O)c2oc3ccccc3c2C)C1 (stereo not given)	11	-5	-3	-24	3	.	-2	-3	-8	-11	-28
O=C(CNC(=O)c1ccc(F)cc1)N/N=C/c1cc(Br)ccc1OC(=O)/C=C/c1ccco1	-5	9	-3	7	-1	-13	14	-9	-1	20	-5
O=C(OCC(=O)N(CCc1ccccc1)Cc1ccccc1)c1ccccc1NCCO	3	15	-29	-8	6	-11	29	-3	-1	43	-6
COC(=O)c1ccccc1Oc1cc(C(F)(F)F)nc(-c2ccccn2)n1	10	-9	10	3	-2	2	-16	-12	1	-15	3
COc1ccc(C2CC(c3ccccc3)=NN2c2ccc(S(N)(=O)=O)cc2)cc1 (stereo not given)	-13	-3	7	0	-1	-28	23	0	1	6	-6
O=C(NCC(c1cccs1)N1CCOCC1)c1ccccc1NS(=O)(=O)c1cccc([N+](=O)[O-])c1 (stereo not given)	-4	-41	1	-4	-4	3	13	-5	-4	4	7
O=C(OCc1ccc(O)cc1)c1c(-c2ccsc2)oc2ccc(N3CCOCC3)cc12	-6	-5	-8	0	-3	-2	-2	5	-9	-26	-20
